Screening results (PubChem BioAssay)
STEP inh – STEP phosphatase inhibitors, primary screen, biochemical, fluorescence intensity, uHTS | Tyrosine-protein phosphatase non-receptor type 5 (Homo sapiens), P54829 | recombinant STEP, OMFP fluorogenic substrate | inhibition, % at 20 µM | 0.25% of 360,000 active;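 active = inhibition at 20 µM, scaled per plate between control wells, above about 37%, limit read from the data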;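 also: 0% = DMSO with enzyme and substrate and 100% = substrate only without enzyme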
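Measure: Control-normalized % inhibition with plate pattern correction | Test system: STEP phosphatase, cell-free reaction | Medium: pH 6.0 Bis-Tris with DTT and Tween 20 | Technique: Fluorescence, 480/540 nm | Times: Reaction 20 min, ambient temperature | Doses: Single compound dose of 20 µM, 1% DMSO final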
SUMO1-SIM PPI – modulators of SUMO1 protein-protein interactions, primary screen, biochemical, uHTS; SUMO1 binding to a labelled peptide, TR-FRET, 1 h; inhibition, % at 20 µM; 0.33% of 360,000 active; AID 602429, 2012; in the data active = inhibition above about 37%
Target sequence (P63165 whole entry, looked up): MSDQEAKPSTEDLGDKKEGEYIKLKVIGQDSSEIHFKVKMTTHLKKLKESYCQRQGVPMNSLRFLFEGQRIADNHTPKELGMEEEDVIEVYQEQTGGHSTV
MT1-MMP act inh – blockers of MT1-MMP proenzyme processing, primary screen, HT1080 RFP-PRO-GFP cells, GFP/RFP fluorescence; Matrix metalloproteinase-14 (Homo sapiens), P50281; GFP/RFP ratio fluorescence, overnight; percent of plate control window, DMSO zero; GFP/RFP ratio change, % at 20 µM; 0.061% of 360,000 active; AID 651647, 2012;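 active = GFP/RFP ratio change of at least 30% with cell ATP level not reduced by more than half and red fluorescence within 50% of control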; also: strong numbers were not always called active
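Read-out: GFP/RFP fluorescence ratio; Test system: RFP-PRO-GFP reporter HT1080 cells; Compound dosing: single-point 20 µM compound, 1% DMSO; Times: overnight compound exposure at 37 °C.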
LMPTP inh – LMPTP phosphatase inhibitors, primary screen, biochemical, fluorescence intensity, uHTS. Low molecular weight phosphotyrosine protein phosphatase (Homo sapiens), P24666. recombinant LMPTP-A, OMFP fluorogenic substrate. inhibition, % at 20 µM. 0.22% of 360,000 active. AID 651560, 2012;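 active = compounds that cut the enzyme signal by at least half of the control window in the single-dose screen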;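 also: plate controls were DMSO wells with enzyme plus substrate for no effect and substrate without enzyme for full effect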
Target sequence (P24666 whole entry, looked up): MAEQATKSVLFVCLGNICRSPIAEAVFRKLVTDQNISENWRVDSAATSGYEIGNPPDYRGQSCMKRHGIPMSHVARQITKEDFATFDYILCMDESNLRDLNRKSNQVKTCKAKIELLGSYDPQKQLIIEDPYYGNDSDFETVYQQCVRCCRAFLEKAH
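Assay system: LMPTP-A, protein tyrosine phosphatase of low molecular weight / Medium: pH 6.0 Bis-Tris buffer with DTT and Triton X-100 / Schedule: 50 min enzyme reaction at room temperature, protected from light / Measured by: endpoint fluorescence intensity from OMFP dephosphorylation / Read-out basis: % inhibition relative to no-enzyme and uninhibited control wells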
SKN-1 block – suppressors of acrylamide-induced Pgst-4::GFP reporter in worms, primary screen, SKN-1 inhibitor project, whole organism, uHTS, GFP/RFP fluorescence ratio, strain VP596; C. elegans VP596 Pgst-4::GFP/RFP ratio, 24 h; inhibition, % at 21.8 µM; 0.49% of 360,000 active;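 active = interference check ratio from 0.5 to 1.5 plus GFP to RFP signal ratio inhibition reaching or exceeding a fixed threshold, cut at about 30% in these data, passing the limit was not always enough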; also: some compounds called inactive have numbers as strong as hits
NRP1-CendR mod – modulators of CendR peptide binding to NRP-1, primary screen, biochemical, fluorescence polarization, uHTS; AID 602438, 2012; inhibition, % at 25 µM; 0.85% of 360,000 active; FAM-RPARPAR peptide binding to NRP-1;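 active = inhibition or corrected inhibition above about 18%, plus a signal ratio from 0.5 to 1.5, limit read from the data, passing the limit was not always enough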; also: strong numbers were not always called active
Rpn11 block – Rpn11 (PSMD14) deubiquitinase inhibitors, primary screen, biochemical, fluorescence polarization, uHTS; 26S proteasome non-ATPase regulatory subunit 14 (Homo sapiens), O00487; human 26S proteasome, Ub4-pepOG fluorescence polarization; 20S core pre-blocked with epoxomicin; calls only at 20 µM; 0.59% of 360,000 active; AID 588493, 2011;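 active = inhibition at 20 µM, scaled to each plate's controls, above about 33%, limit read from the data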
Target sequence (O00487 whole entry, looked up): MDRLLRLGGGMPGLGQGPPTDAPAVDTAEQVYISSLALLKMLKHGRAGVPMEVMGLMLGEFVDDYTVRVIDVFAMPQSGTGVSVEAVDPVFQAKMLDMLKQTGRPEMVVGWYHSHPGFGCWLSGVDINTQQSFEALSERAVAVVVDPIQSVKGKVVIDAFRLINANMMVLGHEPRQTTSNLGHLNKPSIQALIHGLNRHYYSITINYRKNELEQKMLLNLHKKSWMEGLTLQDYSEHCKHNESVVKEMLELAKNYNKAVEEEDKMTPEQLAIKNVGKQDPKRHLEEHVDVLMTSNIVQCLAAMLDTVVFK
DNMT1 block – human DNMT1 methyltransferase inhibitors, primary screen, biochemical, molecular beacon, fluorescence, HinP1I cleavage, uHTS; inhibition (reported as % activation of signal), % at 10 µM; 0.83% of 360,000 active; in the data active = inhibition above about 50%
Scp-1 inhibitor – Scp-1 phosphatase inhibitors, primary screen, biochemical, colorimetric, uHTS; Recombinant Scp1, phosphopeptide, malachite green phosphate absorbance; 0.88% of 340,000 active; inhibition, % at 20 µM;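 active = inhibition above about 50% at 20 µM, limit read from the data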;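 also: plate controls were DMSO wells with enzyme for no effect and wells lacking enzyme for full effect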
Target sequence (Q9GZU7 76-261 limits assumed): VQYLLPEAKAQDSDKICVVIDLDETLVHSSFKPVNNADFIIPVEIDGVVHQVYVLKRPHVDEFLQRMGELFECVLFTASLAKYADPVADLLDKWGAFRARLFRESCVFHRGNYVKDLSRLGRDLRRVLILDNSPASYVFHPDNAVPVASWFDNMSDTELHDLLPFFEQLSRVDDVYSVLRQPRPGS
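Test system: SCP-1 catalytic domain; Buffer or medium: Acidic Tris acetate buffer with magnesium and detergent; Also added: Phosphorylated 17-residue peptide substrate; Compound: single 20 µM dose, 1% DMSO; Schedule: enzyme reaction 45 min at room temperature, colour 5 min, stabilisation 30 min; Signal: Phosphate-binding colour reagent, absorbance read at 630 nm.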
NadD inh – inhibitors of S. aureus NadD, primary screen, biochemical, colorimetric, uHTS. Nicotinate-nucleotide adenylyltransferase NadD (Staphylococcus aureus N315). purified NadD enzyme, colorimetric absorbance read-out. inhibition, % at 20 µM. 0.78% of 360,000 active; in the data active = inhibition above about 26%; also: some compounds past the cut are filed as inactive
Active calls of the source: *; i = inactive; . = no result given.

Structure,STEP inh,SUMO1-SIM PPI,MT1-MMP act inh,LMPTP inh,SKN-1 block,NRP1-CendR mod,Rpn11 block,DNMT1 block,Scp-1 inhibitor,NadD inh
O=C(NCCCN1CCOCC1)c1ccc(/C=C2\Oc3ccccc3N(Cc3ccccc3F)C2=O)cc1,7,-32,8,-2.6,-16,8,i,-7,-7,-1
Cc1cc(C)n2c(SCc3c(C)noc3C)nnc2n1,-2,-1,3,-2.2,33*,-1,i,3,8,-9
O=C(NCc1ccco1)C1CCCN(c2nnc(-n3cccc3)s2)C1 (stereo not drawn),4,7,-3,-0.2,-7,-30,i,23,19,-1
CCC(=O)c1ccc(OCC(O)Cn2nc(C)c(Br)c2C)cc1 (stereo not drawn),-1,1,-2,-1.8,-13,5,i,3,-9,-6
COc1ccccc1C(=O)Nc1nc(C)cc(C)n1,2,5,-1,-1.2,7,2,i,-3,-3,-8
O=C(NCc1cccs1)N[C@@H](Cc1ccccc1)C(=O)O,-4,3,15,-3.6,8,16,i,-5,-4,-4
O=c1c(Cc2ccc(Cl)cc2Cl)c(O)ccn1Cc1ccc(Cl)cc1,8,7,4,5.9,-1,4,i,-6,-14,22
Clc1ccc2ccc3cccnc3c2n1,1,6,-2,-0.6,-18,5,i,11,-4,-3
COc1ccc(/C=C/C(=O)NC(=S)Nc2ccc(S(=O)(=O)Nc3ccc(OC)nn3)cc2)cc1,1,21,3,0.2,3,-81,i,0,-10,25
CC(=O)N1CCC(=NNS(=O)(=O)c2cccc([N+](=O)[O-])c2)CC1,0,-13,8,-1.8,-1,6,i,3,-18,7

Continued, starting with the last 2 of the part before.
Structure,STEP inh,SUMO1-SIM PPI,MT1-MMP act inh,LMPTP inh,SKN-1 block,NRP1-CendR mod,Rpn11 block,DNMT1 block,Scp-1 inhibitor,NadD inh
COc1ccc(/C=C/C(=O)NC(=S)Nc2ccc(S(=O)(=O)Nc3ccc(OC)nn3)cc2)cc1,1,21,3,0.2,3,-81,i,0,-10,25
CC(=O)N1CCC(=NNS(=O)(=O)c2cccc([N+](=O)[O-])c2)CC1,0,-13,8,-1.8,-1,6,i,3,-18,7
O=C(Nc1ccccc1)C1=C[C@@H](c2ccc(C(F)(F)F)cc2)C[C@@H](OCc2ccc(CO)cc2)O1,0,-4,-2,5.9,-3,10,i,-5,-7,-11
CCn1cc(Br)c(C(=O)Nc2ccc(Cl)c(Cl)c2)n1,-6,1,-2,2.1,6,4,i,-2,-13,-10
COc1ccc([C@H]2/C=C\CN(C(=O)c3ccccc3)[C@@H](C)C(=O)N2Cc2ccc(F)cc2)cc1,2,4,2,2.3,5,13,i,1,-6,-2
O=c1c2ccc(F)cc2sn1-c1ccccc1,1,5,16,-1.5,47,4,i,-1,.,4
COc1ccc([N+](=O)[O-])cc1NS(=O)(=O)c1cccc(C(=O)OC2CCOC2=O)c1 (stereo not drawn),1,-24,6,0.4,-16,3,i,0,0,-5
CCOc1ccc(S(=O)(=O)N2CCN(c3ccccc3)CC2)c2cccnc12,3,-3,4,0.3,12,1,i,0,6,1
CCCCCCNC(=O)N1C/C=C\C(c2ccc(OC)cc2)N(Cc2ccc(F)cc2)C(=O)C1 (stereo not drawn),1,3,1,1.8,5,23,i,0,-2,-1
O=C(CSCc1c(Cl)cccc1Cl)Nc1ccc2c(c1)OCO2,-1,1,0,0.9,-27,-3,i,-5,-11,-7
CC(C)(C)c1cc(NC(=O)c2cccnc2)no1,-1,1,1,-0.5,-4,-4,i,1,1,-2
CC(=O)Nc1cccc(N2CCCC2=O)c1,1,-1,6,-2.5,-4,-4,i,-7,0,10
Cc1ccc2c(c1)N(C(=O)CCC(=O)NCCCN1CCOCC1)CCO2,-3,1,0,-1.9,-8,7,i,5,2,4
O=C(CCS(=O)(=O)c1ccccc1)Nc1ccc(N2CCN(Cc3ccccc3)CC2)cc1,1,1,4,0.4,0,0,i,-3,-4,-2
Cc1ccc2cc(CCl)c(Cl)nc2c1,-1,-7,4,-1.2,2,-4,i,11,-4,-2
CCOc1ccc(NC(=O)COC(=O)Cn2cnnn2)cc1OCC,-5,-5,10,-0.6,6,-6,i,2,6,2
CNC(=O)/C(C#N)=C\c1cc(C)n(-c2ccc(N3CCOCC3)cc2)c1C,0,-8,2,-0.7,2,-4,i,-5,3,1
NC(=S)NN=C1c2ccccc2-c2ccccc21,0,-22,4,-0.6,26,6,i,4,-17,0
Cc1ccc(C(C)C)c(OCC(=O)N/N=C/c2cccn2C)c1,2,0,1,3.0,2,-4,i,-1,-18,-6
CC1(C)CC2(CCO1)OC(=O)CC2C(=O)Nc1ccc(Cl)cc1[N+](=O)[O-] (stereo not drawn),3,-11,1,-1.7,-7,12,i,0,0,-5
COc1cc(/C=C2\SC(=N)N(c3ccc4c(c3)OCO4)C2=O)cc(OC)c1O,2,25,-83,0.1,15,-64,i,2,-4,22
CCOC(=O)c1ccc(NC(=O)Nc2cc(C)on2)cc1,-2,3,0,-1.8,0,-4,i,-3,-4,-9
O=C(Nc1ccc(NC(=O)c2ccccc2O)cc1)Nc1ccc(F)cc1F,0,2,3,3.0,5,8,i,3,-10,13
CN1C(C(=O)NCc2cccs2)=CC(c2ccc(F)cc2)=NS1(=O)=O,-1,-26,2,1.2,-13,21,i,2,-13,-5
CC1(C)NC(=O)N(CC(O)COc2ccccc2C(=O)N2CCCCC2)C1=O (stereo not drawn),-9,3,-1,-1.6,-11,12,i,3,-7,5
COc1ccc(NC(=O)CN2C(=O)NC3(CCCCC3C)C2=O)cc1OC (stereo not drawn),-5,-6,-3,-7.3,0,2,i,1,-10,1
CCOC(=O)c1cccc(NC(=O)C2CCN(S(=O)(=O)c3cnc[nH]3)CC2)c1,-2,3,7,-2.5,11,-2,i,1,-9,-9
COC(=O)C(NC(=O)CCc1c(C)nc2c(c(C)nn2-c2ccccc2)c1C)C(C)C (stereo not drawn),-2,0,-6,1.6,3,1,i,1,0,-7
Nc1ncnc2c1ncn2[C@@H]1O[C@H](C(=O)Nc2ccc(C(=O)N3CCCCC3)cc2)[C@@H](O)[C@H]1O,2,1,4,-1.4,6,7,i,7,.,-4
COc1ccc(-c2[nH]ncc2C=O)cc1,-1,-3,0,-0.4,12,-3,i,-3,0,0
O=C(O)c1cccc(N2C(=O)C3C4C=CC(C4=C(c4ccccc4)c4ccccc4)C3C2=O)c1 (stereo not drawn),-2,-1,3,0.1,-3,-12,i,3,1,4
CCOC(=O)N1CCC(NC(=O)CC(NS(=O)(=O)c2ccc(C)cc2)c2ccco2)CC1 (stereo not drawn),1,3,-1,-0.2,28,6,i,6,-5,3
CC(=O)Oc1ccc(-c2csc(Nc3cccnc3)n2)cc1,0,-4,-3,-0.3,5,4,i,-5,8,3
Cc1cc(C)c(C(=O)COC(=O)c2cc([N+](=O)[O-])ccc2N2CCOCC2)cc1C,1,-11,4,1.8,22,8,i,11,-10,-2
NC(=O)c1ncn([C@@H]2O[C@H](CNCc3cnc(N4CCOCC4)s3)[C@@H](O)[C@H]2O)n1,2,-2,2,-1.0,-3,-11,i,3,8,3
CCOc1ccc(CCNC(=O)COC(=O)C2CCN(c3ccc(C(F)(F)F)cn3)CC2)cc1OCC,3,3,2,1.8,-11,11,i,1,-1,-9
O=C(O)c1cccc(NS(=O)(=O)c2cccc(C(=O)Nc3ccccc3[N+](=O)[O-])c2)c1,-2,-7,-1,-2.6,19,-15,i,2,-13,-6
COc1ccccc1C(=O)Nc1nnc([C@H]2C[C@H](O)[C@@H](CO)O2)s1,0,0,-1,0.2,6,-2,i,1,.,-2
O=C(CSc1nnc(COc2ccc(Cl)cc2)n1Cc1ccco1)N1CCNC1=O,-4,1,-2,-0.5,9,-8,i,2,-1,4
O=C(Cc1ccccc1)Nc1nnc(SCC(=O)NC2CCCC2)s1,0,-3,-8,-1.1,-3,-6,i,1,-7,-9
Cc1ccc(CN2CCNC2=O)cc1,-2,3,6,-0.6,6,-8,i,-1,-2,-6

In the list so far, 2 contain an NH in an aromatic ring:
Structure,STEP inh,SUMO1-SIM PPI,MT1-MMP act inh,LMPTP inh,SKN-1 block,NRP1-CendR mod,Rpn11 block,DNMT1 block,Scp-1 inhibitor,NadD inh
CCOC(=O)c1cccc(NC(=O)C2CCN(S(=O)(=O)c3cnc[nH]3)CC2)c1,-2,3,7,-2.5,11,-2,i,1,-9,-9
COc1ccc(-c2[nH]ncc2C=O)cc1,-1,-3,0,-0.4,12,-3,i,-3,0,0
